MCL1-BIM inh – MCL1-BIM-BH3 interaction inhibition (human); GST-MCL1 / FITC-Bim-BH3 fluorescence polarization; 320,000 tested, 0.68% active; Q07820; inhibition, % at 10.9 µM;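 active = inhibition above the mean inhibition of all tested compounds plus 3 SD, set per campaign, cut at about 40% in these data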;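 note: 0% = DMSO wells and 100% = unlabeled Bim-BH3 peptide control; higher means more loss of mP so more displacement of Bim peptide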
Target sequence (Q07820 whole entry, looked up): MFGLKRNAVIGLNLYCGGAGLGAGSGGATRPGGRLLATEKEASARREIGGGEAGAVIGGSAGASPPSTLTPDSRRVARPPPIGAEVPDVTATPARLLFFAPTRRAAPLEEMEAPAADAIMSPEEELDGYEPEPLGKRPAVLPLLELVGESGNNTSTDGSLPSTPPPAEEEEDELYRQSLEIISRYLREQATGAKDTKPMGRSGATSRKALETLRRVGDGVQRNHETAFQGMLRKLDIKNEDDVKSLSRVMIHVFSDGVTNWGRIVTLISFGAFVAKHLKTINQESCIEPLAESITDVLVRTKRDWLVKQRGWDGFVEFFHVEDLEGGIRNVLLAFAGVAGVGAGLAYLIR
MEX-5 binding – C. elegans MEX-5 TCR-2 RNA binding activity; Q9XUB2; MEX-5/FITC-TCR2 RNA binding, fluorescence polarization; hits give low values; activity score (negative = inhibition of binding), % at 10 µM; 300,000 tested, 0.38% active; AID 1832;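 active = inhibition past about -25% in most replicates, and total fluorescence under double the plate's negative control median, limit read from the data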;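 note: 0% = DMSO and -100% = 5 µM competing unlabeled TCR2 RNA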
GLD-1 TGE inh – GLD-1-TGE RNA interaction inhibition (C. elegans); purified GLD-1 + fluorescein TGE RNA, fluorescence polarization; AID 2280; inhibition, % at 5.96 µM; Q17339; 320,000 tested, 0.44% active;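 active = percent inhibition above a per-plate cutoff, the plate mean of test compounds plus 3 SD, cut at about 30% in these data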;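 note: 0% = DMSO wells with GLD-1 and probe and 100% = wells lacking GLD-1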
EBNA-1 inhibitor – blocks EBNA-1 binding to DNA | EBNA-1 DNA binding, fluorescence polarization | inhibition, % at 14.8 µM | 300,000 tested, 0.34% active; in the data active = inhibition above about 28%
Fam108B counter – blocks mouse Fam108B hydrolase in RBBP9 counter-screen | 300,000 tested, 0.33% active | inhibition, % at 9.51 µM | recombinant Fam108B, FP-Rh probe fluorescence polarization | AID 1947;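 active = inhibition above the screen mean inhibition plus 3 SD, computed separately per campaign, cut at about 18% in these data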;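 note: inhibitors lower polarization as less probe binds the enzyme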
Efflux pump inh – inhibitors of Candida antifungal efflux pumps expressed in yeast. inhibition, % at 10 µM. AID 485275. S. cerevisiae Candida pump triplex, Nile Red efflux. 330,000 tested, 0.44% active;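 active = plate passing quality check with inhibition over a set limit, or well fluorescence over plate mean plus 4 SD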;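 note: Nile Red retained in pooled yeast measured as flow cytometry median fluorescence; 0% = buffer negative control and 100% = Enniatin B positive control; higher means more Nile Red kept so more efflux inhibition; some compounds called inactive have numbers as strong as hits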
ZTA DNA inh – counter-screen for EBNA-1 inhibitors: inhibitors of Epstein-Barr virus ZTA. ZTA-DNA binding, fluorescence polarization. inhibition, % at 11 µM. 320,000 tested, 0.15% active. P03206; in the data active = inhibition above about 33%
Target sequence (P03206 whole entry, looked up): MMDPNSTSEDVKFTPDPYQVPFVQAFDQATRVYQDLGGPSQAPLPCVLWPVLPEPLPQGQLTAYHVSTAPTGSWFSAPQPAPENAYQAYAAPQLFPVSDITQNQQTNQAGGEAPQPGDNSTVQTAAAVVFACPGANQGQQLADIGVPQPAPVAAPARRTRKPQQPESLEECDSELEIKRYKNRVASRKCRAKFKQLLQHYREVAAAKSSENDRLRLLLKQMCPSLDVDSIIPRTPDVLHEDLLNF
Yeast superoxide – lowers age-related superoxide in aged yeast cells. S. cerevisiae aged cells, superoxide DHE fluorescence; hits give low values. superoxide response (% of plate mean), % at 10 µM. AID 2690. 330,000 tested, 0.18% active;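 active = superoxide response under a set limit, about three screen SD below normal, cut at about 65% in these data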;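 note: yeast aged for seven days with compound at 30 °C before DHE staining; 100% = average MFI of all compound-treated wells on the plate with controls excluded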
Bcl-xL primary – blocks human Bcl-xL binding to Bim BH3 peptide. Q07817. GST-Bcl-xL / FITC-Bim BH3 peptide fluorescence polarization. inhibition, % at 10.9 µM. 320,000 tested, 0.7% active. AID 2129;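 active = inhibition above the mean of all tested compounds plus 3 SD, cutoff set per campaign, cut at about 30% in these data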;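 note: 0% = DMSO wells and 100% = unlabeled Bim-BH3 peptide competitor; inhibitors lower millipolarization by displacing the labeled peptide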
Target sequence (Q07817 whole entry, looked up): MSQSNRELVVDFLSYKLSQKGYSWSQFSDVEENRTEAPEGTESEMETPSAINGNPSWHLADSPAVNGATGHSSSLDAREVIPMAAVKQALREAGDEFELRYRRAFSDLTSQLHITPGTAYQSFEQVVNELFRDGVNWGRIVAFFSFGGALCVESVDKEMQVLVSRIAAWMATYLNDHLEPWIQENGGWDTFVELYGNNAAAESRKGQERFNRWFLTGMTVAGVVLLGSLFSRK
Numbers without * were called inactive; nt = no result given. Outcome played no part in choosing rows; any-hit rate near 2.3%.

SMILES	MCL1-BIM inh	MEX-5 binding	GLD-1 TGE inh	EBNA-1 inhibitor	Fam108B counter	Efflux pump inh	ZTA DNA inh	Yeast superoxide	Bcl-xL primary
Cc1cccc(NC(=S)NCC(c2cccnc2)N2CCOCC2)c1C (centres undefined)	9	0.3	0	12	-3	-0.1	10	100	4
CCN(CC)CC(=O)Nc1cccc(S(=O)(=O)N2CCCC2)c1	-13	1.6	3	2	0	-0.1	3	111	-5
Cc1ccc(N2C(=O)C(NC(=O)c3ccccc3)(C(F)(F)F)C3=C2CC(C)(C)CC3=O)cc1 (centres undefined)	0	1.6	2	10	2	0.0	-6	99	1
COc1ccc(CCNC(=O)c2c(C)cc(=O)oc2C)cc1OC	-3	0.0	6	14	1	-0.2	-9	78	4
O=C(/C=C/c1ccccc1Cl)Nc1cccnc1	-3	0.4	-1	4	-4	0.0	12	102	-2
NC(=O)c1ccsc1NC(=O)COC(=O)COc1ccc(C=O)cc1	6	nt	1	nt	nt	0.0	18	113	3
COC(=O)/C=C1/S/C(=N/NC(=O)c2ccc(Cl)cc2Cl)NC1=O	10	-24	0	6	1	-0.1	-7	82	-1
O=C(CCN1C(=O)c2cccc3cccc(c23)C1=O)NC1CCS(=O)(=O)C1 (centres undefined)	1	2.2	2	7	-1	-0.1	12	92	2
Cc1nc2cc(Nc3ccncc3)ccc2s1	0	0.6	-1	3	-5	0.2	-11	94	1
O=C(CN1CCOCC1)Nc1nc2cc([N+](=O)[O-])ccc2s1	7	-0.6	-1	13	1	-0.1	4	101	5
CC(Sc1nnc(C2CC2)n1C1CC1)C(=O)NC1(C#N)CCCCC1 (centres undefined)	1	nt	8	nt	nt	0.0	-7	86	-2
COc1ccccc1C(=O)N(Cc1sccc1C)C1CCS(=O)(=O)C1 (centres undefined)	-4	1.7	1	-5	3	-0.1	4	89	-1
COc1ccccc1-c1coc2c(CN3C(C)CCCC3C)c(O)ccc2c1=O (centres undefined)	7	1.4	6	-4	-3	0.2	-8	102	5
CSc1nnc(SCC(=O)Nc2ccc3[nH]c(=O)[nH]c3c2)s1	-3	nt	4	nt	nt	0.0	15	78	-1
Cc1cccc(C(=O)NC(=S)Nc2ccc(Cc3ccncc3)cc2)c1	-11	0.2	-12	-1	-8	0.7*	0	107	-2
Cc1ccc(S(=O)(=O)NNC(=O)C(=O)NNc2ccccn2)cc1	4	-8.7	2	-5	-1	0.0	-7	93	5
CCCCCNC(=O)C1c2ccccc2Oc2ccccc21	-2	-0.9	-2	6	1	0.0	18	98	3
CCOc1nc(NC2CCCC2)nc(N2CCC(C)CC2)n1	2	1.4	9	-1	3	0.0	-16	97	10
COc1cccc(NC(=O)Nc2ccc3nc(C)c(C)nc3c2)c1	-4	-10	-1	8	3	-0.1	-3	88	4
COc1ccc(OC)c(NC(=O)CN(c2ccc(C)cc2)S(=O)(=O)c2c(C)n[nH]c2C)c1	-10	-2.5	5	-7	1	0.0	-13	98	0
COc1ccc(NC(=O)Nc2cccnc2)cc1	4	2.5	0	1	1	-0.1	-4	95	6
O=C1CNC(=O)/C1=C\N1CCN(C(c2ccccc2)c2ccccc2)CC1	6	-2.1	9	6	0	0.0	-2	83	8
COc1ccc(/C=N/Nc2nncc3ccccc23)c(OC)c1	0	0.9	4	7	-2	-0.2	5	83	1
COc1cccc(NC(=O)C(C)N2C(=O)c3ccccc3S2(=O)=O)c1 (centres undefined)	6	-0.2	-5	6	-1	0.1	20	100	-1
C#CCNc1cc(C)nc2ncnn12	12	nt	0	6	2	-0.1	-3	88	9
Cc1ccc(C(CCNC(C)c2cccs2)c2ccco2)cc1 (centres undefined)	3	-0.9	-3	11	2	-0.1	-12	96	1
Cc1ccc(C2Nc3ccccc3NC3=C2C(=O)OC(C)C3)cc1 (centres undefined)	2	-0.1	2	-6	4	0.2	-15	118	6
CC(C)Cc1nc(SCC(=O)N2CCCC2)c2c(=O)n(C)c(=O)n(C)c2n1	-1	1.0	1	10	1	0.1	3	96	2
CC1(C)C(c2ccccc2)=[N+]([O-])CN1O	8	3.2	2	16	4	0.0	-2	91	0
O=C(COC(=O)c1nn(-c2ccccc2C(F)(F)F)cc1O)c1ccc(OC(F)F)cc1	-3	2.4	5	-3	-2	0.0	24	97	4

Ten compounds from above, ordered by formula weight, high to low:
SMILES	MCL1-BIM inh	MEX-5 binding	GLD-1 TGE inh	EBNA-1 inhibitor	Fam108B counter	Efflux pump inh	ZTA DNA inh	Yeast superoxide	Bcl-xL primary
O=C(COC(=O)c1nn(-c2ccccc2C(F)(F)F)cc1O)c1ccc(OC(F)F)cc1	-3	2.4	5	-3	-2	0.0	24	97	4
CC(C)Cc1nc(SCC(=O)N2CCCC2)c2c(=O)n(C)c(=O)n(C)c2n1	-1	1.0	1	10	1	0.1	3	96	2
O=C1CNC(=O)/C1=C\N1CCN(C(c2ccccc2)c2ccccc2)CC1	6	-2.1	9	6	0	0.0	-2	83	8
Cc1ccc(S(=O)(=O)NNC(=O)C(=O)NNc2ccccn2)cc1	4	-8.7	2	-5	-1	0.0	-7	93	5
Cc1ccc(C(CCNC(C)c2cccs2)c2ccco2)cc1 (centres undefined)	3	-0.9	-3	11	2	-0.1	-12	96	1
Cc1ccc(C2Nc3ccccc3NC3=C2C(=O)OC(C)C3)cc1 (centres undefined)	2	-0.1	2	-6	4	0.2	-15	118	6
CCOc1nc(NC2CCCC2)nc(N2CCC(C)CC2)n1	2	1.4	9	-1	3	0.0	-16	97	10
CCCCCNC(=O)C1c2ccccc2Oc2ccccc21	-2	-0.9	-2	6	1	0.0	18	98	3
CC1(C)C(c2ccccc2)=[N+]([O-])CN1O	8	3.2	2	16	4	0.0	-2	91	0
C#CCNc1cc(C)nc2ncnn12	12	nt	0	6	2	-0.1	-3	88	9

More structures follow:
SMILES	MCL1-BIM inh	MEX-5 binding	GLD-1 TGE inh	EBNA-1 inhibitor	Fam108B counter	Efflux pump inh	ZTA DNA inh	Yeast superoxide	Bcl-xL primary
O=C(Nc1ccc(Cl)cc1)N1CCN(Cc2ccc3c(c2)OCO3)CC1	-4	1.5	11	3	-1	0.2	-7	102	0
COc1ccc(CCN(C)C(=O)CN2C(=O)NC3(CCCCCC3)C2=O)cc1OC	4	nt	6	nt	nt	0.0	-12	93	4
Cc1ccc(-c2ccnc3nc(Sc4ncc(C(F)(F)F)cc4Cl)nn23)cc1	0	1.8	4	-4	-3	0.1	11	88	5
Nc1nnc(CC(=O)N/N=C/c2ccc(-c3ccccc3)o2)s1	6	-1.5	-5	-4	1	0.4	13	92	7
O=C(CN1CCOCC1)Nc1scc(-c2ccccc2)c1C(=O)N1CCOCC1	6	1.2	3	-9	0	0.0	-1	88	2
COc1ccc(-c2nn(-c3ccccc3)cc2/C=N/NC(=O)c2cccc(S(=O)(=O)Nc3ccccc3Cl)c2)cc1	-6	-1.5	8	-2	-31	0.0	9	97	-4
CC1(C)Cc2c(sc(NC(=O)c3ccc(C(=O)c4ccccc4)cc3)c2C#N)C(C)(C)N1	-8	1.1	-1	4	3	0.0	-13	101	2
CC1(C)OC(=O)C(=CNc2ccccc2F)C(=O)O1	21	-0.4	-7	1	2	0.0	-5	103	2
CCCNC(=O)NC(=O)COC(=O)CC(NC(N)=O)c1ccc(Cl)cc1 (centres undefined)	-1	1.6	7	9	-4	0.0	5	102	5
CC(=O)N(Cc1ccc(F)cc1)C1=C(NCCc2ccccc2)C(=O)c2ccccc2C1=O	5	0.5	3	-7	12	0.0	-13	141	8
COc1ccc(-c2cn3c(C)c(C(=O)N4CCN(c5ccc(F)cc5)CC4)sc3n2)cc1	5	-2.1	-1	0	2	0.1	4	111	0
CC(NS(=O)(=O)c1ccc2c(c1)CC(C)N2C(=O)C1CC1)c1ccccc1 (centres undefined)	3	0.8	6	-1	-2	-0.1	-6	87	2
O=C(CN1CCN(S(=O)(=O)c2ccccc2)CC1)Nc1ccc2c(c1)CCC2	-2	0.1	-10	-7	3	0.1	-6	114	-1
CCCCCOC(=O)C1=C(C)NC(=O)NC1c1ccc(OC)cc1 (centres undefined)	7	-3.0	-1	-4	1	-0.2	-12	105	6
Cc1c(C(=O)OC2CCC(C)CC2)[nH]c2c1C(=O)CCC2 (centres undefined)	5	-0.3	3	8	-2	-0.1	-7	88	5
Cc1c(NC(=O)COC(=O)CSc2ccc(C(N)=O)cc2[N+](=O)[O-])c(=O)n(-c2ccccc2)n1C	6	-0.4	4	-2	-4	0.6	10	112	8
CC(=O)Nc1c(C(=O)NCc2ccccc2)nnn1Cc1ccccc1	1	2.0	6	-8	2	-0.1	-28	91	3
Cc1cc(=O)oc2cc(OCC(=O)NCc3ccccn3)ccc12	-13	nt	-5	-17	-3	0.3	0	121	-7
COc1ccc(NC(=O)CN2CCN(S(=O)(=O)c3cccs3)CC2)cc1Cl	-11	nt	-1	nt	nt	0.1	9	98	-7
COc1ccc(C2CC(=O)c3cnc(N4CCc5ccccc54)nc3C2)c(OC)c1 (centres undefined)	3	-2.4	-5	-3	-2	0.2	4	114	6
O=C(Nc1ccccc1N1CCCCC1)C1CC(=O)N(c2ccccc2F)C1 (centres undefined)	-11	nt	1	nt	nt	-0.2	2	121	2
CNC(=S)Nc1ccc([N+](=O)[O-])c(C)c1	6	-2.2	8	-12	-6	0.3	1	110	6
Cc1ccc(N(C(=O)Cn2nnc(-c3ccccc3F)n2)C(C(=O)NC2CCCC2)c2ccncc2)cc1 (centres undefined)	9	0.7	2	-8	-1	-0.1	15	107	2
S=C(NCc1cccs1)Nc1cccc2ccccc12	5	-1.3	4	8	8	-0.1	3	99	10
Cc1c(C(=O)NCCSc2ccc(Cl)cc2)cccc1[N+](=O)[O-]	2	0.6	5	-4	1	0.0	4	117	7
Cn1cnnc1SCC(=O)N1N=C(c2ccc(Cl)cc2)CC1c1ccco1 (centres undefined)	4	0.8	3	3	-1	-0.1	17	101	5
Cc1cc(C)c(NC(=S)N2CCN(c3ccc([N+](=O)[O-])cn3)CC2)cc1C	6	-0.7	4	0	-3	0.0	3	104	0
C#CCOCCOCCOCCNc1nc(N2CCN(C(=O)[C@H](CCC(=O)O)n3cc(C(N)Cc4ccc(O)cc4)nn3)CC2)nc(N2CCN(C(=O)[C@H](CCC(=O)O)n3cc(C(N)[C@H](C)CC)nn3)CC2)n1 (some centres undefined)	-4	-3.7	9	-17	1	0.1	-5	105	3
CC1(C)CC(N2CCCC2)=CC(=[N+]2CCCCC2)C1	-23	2.5	0	-5	1	0.1	-1	132	-11
CCCCNC(=O)c1cn(C)c2ccc(S(=O)(=O)N3CC(C)CC(C)C3)cc2c1=O (centres undefined)	7	6.4	-5	1	-2	-0.1	3	112	1
O=C(O)Cn1cc(C(=S)N2CCOCC2)c2ccccc21	14	1.5	5	-4	-1	-0.1	-9	90	4

Screening data (PubChem BioAssay)
